FUS yeast rescue – rescues growth of FUS-expressing yeast; Potency, µM (doses to about 76.6 µM), inactives show at the highest dose growth rescue (activation), actives largely listed as activators; S. cerevisiae FUS-expressing, growth rescue, OD600, 24 h; hit rate 0.24% among 390,000;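 note: plate controls were DMSO vehicle for no effect and reference control for full effect; nearly all actives have a fitted effect of over 55% in size; some results filed as inactive show a strong effect at the top dose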
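Quantitative HTS measuring growth restoration of FUS-toxic yeast. Galactose-induced cells (OD 0.005) were exposed 24hr at 30C to compounds at several concentrations, then absorbance at 600 nm was recorded.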
TDP43 rescue – inhibitors of TDP-43 toxicity in yeast. TDP-43 expressing yeast growth rescue, BacTiter-Glo, 24 h. Potency, µM (doses to about 46.1 µM), for the others: at the highest dose growth rescue (activation), most hits filed as activators. hit rate 1.8% among 410,000. AID 652104; note: % of control where 0% means no effect; nearly all actives have a fitted effect of over 50% in size
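In this qHTS, compounds that restore growth of yeast expressing TDP-43 appear as activators. Cells (OD600=0.02, galactose medium, raffinose-pregrown) are incubated with compound 24 hr at 30 deg C and growth is quantified by BacTiter-Glo.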
aSyn yeast inh – rescues yeast growth from alpha-synuclein toxicity; Yeast expressing alpha-synuclein, growth rescue, BacTiter-Glo, 24 h; hit rate 0.14% among 370,000; Potency, µM (doses to about 46.1 µM), for the others: at the highest dose growth rescue (activation), hits mostly activators; note: % of control where 0% means no effect; nearly all actives have a fitted effect of over 65% in size
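Galactose-induced alpha-syn yeast (OD600=0.02, raffinose-pregrown) + pinned cpd, 24 hr, 30 deg C; growth by BacTiter-Glo luminescence. Growth restoration scores as activation.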
PTHR1 ag – activates the human parathyroid hormone receptor PTHR1. Q03431. HEK293 GP2 PTHR1 cells, GloSensor cAMP luminescence, 1 h. Potency, µM (highest dose often 115 µM), without a hit: top-dose activation, actives largely listed as activators. hit rate 0.075% among 410,000; note: nearly all actives have a fitted effect of over 55% in size; some results filed as inactive show a strong effect at the top dose; inactives centre near -15; many of its hits are not listed in these tables
Target sequence (Q03431 whole entry, looked up): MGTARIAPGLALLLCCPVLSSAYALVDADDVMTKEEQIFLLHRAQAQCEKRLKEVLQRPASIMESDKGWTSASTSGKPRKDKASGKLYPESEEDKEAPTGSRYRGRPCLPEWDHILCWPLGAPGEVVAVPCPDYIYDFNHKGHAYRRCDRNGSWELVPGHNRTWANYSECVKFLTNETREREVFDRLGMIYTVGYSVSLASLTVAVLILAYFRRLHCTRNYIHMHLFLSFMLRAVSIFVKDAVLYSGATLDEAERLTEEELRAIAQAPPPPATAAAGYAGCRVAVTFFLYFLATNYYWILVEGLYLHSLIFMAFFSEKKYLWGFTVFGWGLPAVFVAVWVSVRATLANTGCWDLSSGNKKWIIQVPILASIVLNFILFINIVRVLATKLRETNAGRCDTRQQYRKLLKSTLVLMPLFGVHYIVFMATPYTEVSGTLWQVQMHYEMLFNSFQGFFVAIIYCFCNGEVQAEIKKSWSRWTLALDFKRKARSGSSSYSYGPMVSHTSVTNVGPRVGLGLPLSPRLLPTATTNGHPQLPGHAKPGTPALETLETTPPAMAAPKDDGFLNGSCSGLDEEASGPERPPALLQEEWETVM
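HEK-293-derived GP2 cells expressing PTHR1 and a GloSensor cAMP reporter, 3,000/well, plated overnight, given luciferin plus IBMX (each 0.5 mM as added) for 1 h at 37 °C, then compound for 1 h at 37 °C. Luminescence was read after 15 min at room temperature.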
EPAC2 agonist – activates human EPAC2 exchange factor; Q8WZA2; EPAC2 activation, biochemical qHTS; response scale: 100% = 6.5 mM cAMP response; Potency, µM (titrated, usually from 154 µM), inactives show top-dose activation, actives largely listed as activators; hit rate 0.079% among 360,000; AID 720711; note: nearly all actives have a fitted effect of over 50% in size
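Readout is BODIPY fluorescence (480 nm excitation, 540 nm emission), which falls as labeled GDP is exchanged off Rap1B. EPAC2 at 100 nM acted on 250 nM RAP1B-BODIPY-GDP with 50 uM GDP present.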
EPAC1 ag – EPAC1 (human) agonism | EPAC1 agonist qHTS, biochemical assay; response scale: 100% = response to 6.5 mM cAMP | Potency, µM (doses to about 154 µM), without a hit: at the top dose activation, actives largely listed as activators | hit rate 0.073% among 360,000 | AID 720707; note: nearly all actives have a fitted effect of over 60% in size
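Normalized to 6.5 mM cAMP, activity reflects EPAC1-catalysed release of BODIPY-GDP from Rap1B, followed kinetically over 30 min at 480 nm excitation, 540 nm emission. Reaction contained 100 nM EPAC1, 250 nM Rap1B-BODIPY-GDP, 50 uM GDP.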
EPAC1 antagonist – EPAC1 (human) antagonism | O95398 | EPAC1 GEF assay, Rap1b-BODIPY-GDP exchange fluorescence | Potency, µM (titrated, usually from 115 µM), for the others: at the highest dose activity change, negative = inhibition, actives largely listed as inhibitors | hit rate 0.14% among 360,000 | AID 720709;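 note: plate controls were vehicle for no effect and positive control for full effect; nearly all actives have a fitted effect of over 50% in size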
EPAC2 antagonist – antagonists of human EPAC2 | Q8WZA2 | EPAC2 GEF exchange of Rap1B-BODIPY-GDP, fluorescence | Potency, µM (series often up to 114 µM), inactives show at the highest dose activity, negative = inhibition, usual class: inhibitors | hit rate 0.18% among 360,000 | AID 720708; note: % is set by controls: 0 for no effect and ±100 for the full control effect; nearly all actives have a fitted effect of over 45% in size; many of its hits are not listed in these tables
The depositor's hits bear a star; i = inactive; ? = inconclusive; . = no result given; [ ] = remark or other dose. Calls come from the whole dose curve; as a rule, active = well fitted curve in the direction sought with a large enough effect; inconclusive = small, poorly fitted or top-dose-only effect, or another doubt; inactive = no such curve, though single readings can be large; an effect the other way counts as inactive or inconclusive. Potency is the fitted concentration of half-maximal effect. Some of the compounds tested; the hit share may differ from the screen's.

SMILES	FUS yeast rescue	TDP43 rescue	aSyn yeast inh	PTHR1 ag	EPAC2 agonist	EPAC1 ag	EPAC1 antagonist	EPAC2 antagonist
COc1ccc(OC)c(S(=O)(=O)NC(C)c2cnn(-c3ccccn3)c2C)c1 (configuration not stated)	.	-18.0%	-0.8%	-22.1%	6.6%	3.3%	21.0%	7.7%
CCc1cccc(C)c1NC(=S)NCc1ccccc1	2.2%	1.7%	10.5%	6.4%	14.2%	0.7%	?	-6.3%
COc1ccc(-c2c(=O)n(OCc3nc4ccccc4[nH]3)c3ccccc3[n+]2[O-])cc1	11.6%	-9.3%	4.1%	-1.8%	6.3%	3.4%	-8.4%	-6.0%
COc1ccc(C2CC(c3ccccc3)=NN2c2ccc(/C=N/NC(=O)c3ccncc3)cc2)cc1 (configuration not stated)	34.6%	?	1.6%	i	4.1%	14.6%	3.0%	-0.5%
CN(C)CC/C=C1/c2ccc(F)cc2Sc2ccc(Cl)cc21	-1.5%	-19.7%	-0.4%	-0.4%	6.0%	-2.3%	-4.8%	2.0%
O=C(Nc1nsc(-c2ccccc2)n1)c1cccs1	-22.1%	10.5%	-4.1%	-39.4%[inhibitor]	4.9%	-10.2%	13.7%	9.8%
Cc1c(Cl)cccc1NC(=O)CC1SC(=NCC2CCCO2)NC1=O (configuration not stated)	-2.4%	-9.5%	-7.5%	i	4.9%	2.5%	11.1%	4.2%
CC1(C(=O)NCc2ccccc2)CN(S(C)(=O)=O)CC(=O)N1Cc1cccs1 (configuration not stated)	1.3%	0.6%	0.2%	-13.1%	7.2%	-0.4%	3.2%	2.3%
Cc1ccccc1NS(=O)(=O)c1ccc2c(c1)n(C)c(=O)n2C	-7.8%	-20.0%	3.9%	-0.1%	5.3%	7.3%	5.0%	-6.6%
C[C@@H](C(=O)Nc1ccc(OC(F)F)c(Cl)c1)N1C(=O)C2CC=CCC2C1=O (some centres not stated)	0.3%	-2.8%	0.6%	-1.6%	4.1%	6.8%	5.5%	-1.3%
O=C(N/N=C/C=C/c1ccc([N+](=O)[O-])cc1)C1COc2ccccc2O1 (configuration not stated)	24.0%	0.0%	12.2%	-33.2%[inhibitor]	7.3%	9.7%	?	-4.8%
N/C(=N\OC(=O)CCC1CCCC1)c1cccnc1	-3.5%	?	-9.1%	i	1.1%	-0.1%	9.3%	-1.3%
O=C(CSc1nc(=O)n(CCCN2CCOCC2)c2c1CCCC2)Nc1ccc(F)c(F)c1	8.8%	25.7%	6.4%	i	0.6%	-9.2%	5.1%	11.9%
COc1ccc(C)cc1S(=O)(=O)Nc1cccc(SC)c1	-5.3%	-4.1%	7.3%	-6.9%[57.5 µM]	11.1%	0.0%	?	2.6%[57.1 µM]
CCn1cc([N+](=O)[O-])c(C(=O)N2N=C3/C(=C/c4cccs4)CCCC3C2c2cccs2)n1 (configuration not stated)	?	15.4%	-3.4%	-18.5%[57.5 µM]	2.9%	6.1%	-13.5%	-4.3%
CCOC(=O)c1c(NC(=O)Cc2cccs2)sc(C(=O)N2CCCCC2)c1C	2.4%	-2.8%	4.3%	-30.1%[inhibitor][57.5 µM]	12.8%	-2.4%	-13.9%	-2.4%
COc1cc(C=O)ccc1OCC(=O)Nc1cccc(S(=O)(=O)N(C)c2ccccc2)c1	10.4%	?	27.0%	-27.8%	6.1%	5.8%	1.7%	4.1%
Cc1csc(NC(=O)c2ccc3c(c2)OCO3)n1	17.8%	-13.1%	-9.3%	-18.1%	3.0%	8.3%	19.4%	-8.0%
O=C(COC(=O)c1c2c(nc3ccccc13)CCCCC2)NCc1ccc2c(c1)OCO2	?	?	-22.8%	-32.5%[inhibitor]	7.6%	27.1%	9.2%	-5.0%
O=C(CCN1Cc2ccccc2C1)c1ccc2c(c1)OCCO2	4.6%	-15.8%	-71.7%[inhibitor]	-3.6%[57.5 µM]	7.6%	0.3%	19.9%	10.0%
Cc1ccc(C2CC(=O)NC(SCC(=O)Nc3nccs3)=C2C#N)cc1 (configuration not stated)	?	-27.5%	-3.7%	-10.8%[57.5 µM]	-6.4%	12.8%	3.6%	1.0%
O=C(COC(=O)c1ccc(N2CCOCC2)c([N+](=O)[O-])c1)Nc1ccc2c(c1)OCO2	-11.0%	18.9%	-7.7%	-6.7%	5.5%	-4.1%	-0.4%	4.1%
CCCOc1ccc(-c2c(C(=O)N/N=C/C3CCCCC3)nnn2-c2nonc2N)cc1	-10.8%	17.0%	0.0%	i	-9.2%	-7.7%	0.3%	-2.0%
CCCS(=O)(=O)NC(=O)C1(C)CCCN(C(=O)/C=C/c2ccccc2)C1 (configuration not stated)	-13.5%	20.0%	5.9%	-28.3%	-1.9%	3.4%	2.5%	12.0%
COc1cccc(-n2c(SC)nnc2-c2cnccn2)c1	-9.8%	-9.9%	2.9%	i	1.2%	-1.7%	3.2%	4.8%
O=C(Nc1ccccc1)N1CCCCC1c1cccnc1 (configuration not stated)	-0.8%	3.3%	0.9%	i	-3.6%	-3.8%	1.4%	-1.8%
O=C(Nc1cccc(-c2cn3cccnc3n2)c1)c1ccc2c(c1)OCO2	33.0%	-13.2%	1.1%	-37.3%[inhibitor][57.5 µM]	1.2%	7.3%	-0.9%	-1.2%
CCOc1ccc(C2C(C(=O)c3ccc(C)o3)=C(O)C(=O)N2Cc2cccnc2)cc1 (configuration not stated)	?	-23.6%	-7.2%	i	-11.7%	-1.1%	8.8%	0.5%
NC(=S)N/N=C/c1coc2c(ccc3ccccc32)c1=O	.	18.5%	-5.5%	i	-2.0%	-2.3%	7.9%	-1.1%
CCOc1cc(-c2ccccc2)nc2c1CN(S(=O)(=O)c1ccc(C)cc1)C(c1cccc(Cl)c1)C2 (configuration not stated)	2.9%	21.6%	-0.4%	-22.5%	1.2%	4.6%	-6.7%	2.9%
COc1ccc(Cl)cc1NC(=S)N1CC(C)OC(C)C1 (configuration not stated)	13.6%	18.9%	6.7%	i	-0.3%	-6.1%	-10.2%	-6.3%
CC(C)C[C@@H](CC#N)N1CCN(Cc2ccccc2)CCC1=O	-23.3%	-0.4%	-5.0%	-7.0%	12.9%	-7.1%	-11.9%	12.2%
COc1ccccc1NC(=O)c1ccc(NC(=O)C2CC2C)cc1 (configuration not stated)	.	27.0%	1.8%	i	9.2%	-0.2%	9.2%	6.7%
CCN(c1ccc(OC)cc1)S(=O)(=O)c1cc(-c2cc(C)no2)ccc1C(C)C	44.9%	-21.9%	3.6%	i	8.3%	-5.9%	-5.2%	-15.9%
COc1ccc(O)c(C(=O)c2cc(C#N)c(=O)n(CCN3CCOCC3)c2)c1	-3.9%	-6.6%	1.5%	-16.9%[57.5 µM]	0.7%	0.0%	0.0%	5.2%
Cc1cccc(OCC(=O)NCC(=O)N/N=C/c2ccccc2)c1	9.9%	-3.9%	1.1%	i	0.9%	7.9%	6.8%	-0.7%
CCN(CC)S(=O)(=O)c1cc(NC(=O)c2ccc(Br)s2)ccc1C	1.3%	-13.4%	-1.1%	-44.1%[inhibitor]	26.3%	27.4%	-24.0%	-14.4%
O=C(C=Cc1ccccn1)c1ccccc1O	13.7%	-92.6%[inhibitor]	?	-23.4%	10.5%	3.9%	-4.2%	3.0%
O=C1c2ccccc2N2C(=O)c3ccccc3[C@H]2N1c1ccccc1	-15.9%	20µM*	6.2%	-3.3%	1.1%	5.3%	-7.5%	0.1%
Cc1cc(C)cc(NS(=O)(=O)c2cc(C(=O)NCc3ccccn3)ccc2Cl)c1	23.5%	6.5%	0.7%	-33.9%[inhibitor]	-5.7%	-6.0%	21.9%	0.5%
COc1ccc(CN2CCC(CO)(Cc3ccccc3C(F)(F)F)CC2)c(F)c1	6.3%	-6.2%	13.4%	-78.7%[inhibitor]	7.8%	-11.9%	-14.4%	-20.6%
O=C(NC1CCN(S(=O)(=O)c2ccc(F)cc2)CC1)c1ccccc1	5.5%	-8.5%	-0.7%	-7.8%	-1.6%	-4.8%	-1.4%	7.3%
CC(=O)N1c2ccc(S(=O)(=O)NCCC(=O)Nc3ccc(C)c(F)c3)cc2CC1C (configuration not stated)	-8.5%	2.4%	3.3%	i	-3.8%	5.5%	1.0%	-7.7%
CC1(C(=O)NCc2ccc(Cl)c(Cl)c2)Oc2ccccc2NC1=O (configuration not stated)	-13.6%	24.8%	-4.8%	i	5.3%	0.2%	-3.5%	-10.5%
O=C(NCc1ccco1)/C(=C/c1cccnc1)NC(=O)c1cccc(Br)c1	6.6%	2.7%	.	-5.4%	0.3%	13.3%	4.1%	0.7%
N#Cc1cnn(-c2nc3sc4c(c3c(=O)[nH]2)CCCC4)c1N	25.6%	2.0%	-1.0%	i	9.3%	4.7%	-18.2%	-6.3%
Cc1ccccc1NC(=O)/C(=C/c1ccccc1)c1ccccc1	-2.1%	18.3%	-9.0%	-9.6%[57.5 µM]	8.6%	7.6%	7.1%	-7.9%
CC(=O)Cn1nnc2sc3c(c2c1=O)CCC(C(C)(C)C)C3 (configuration not stated)	31.8%	-10.3%	-4.0%	i	-0.5%	4.4%	-19.5%	-21.8%
O=c1ccc(Oc2nc(N3CCOCC3)nc(N3CCOCC3)n2)n[nH]1	-2.1%	-2.1%	-8.1%	i	10.8%	-1.0%	-13.2%	-10.2%
O=C(CN1C(=O)NC2(CCCCCC2)C1=O)c1ccc(OC(F)F)cc1OC(F)F	30.6%	-4.7%	8.2%	-12.6%	3.8%	23.3%	-14.4%	-14.2%
CC1CCN(c2ccc3nnc(CCC(=O)Nc4cccc(F)c4)n3n2)CC1	2.1%	-10.2%	10.4%	i	-5.0%	-11.2%	?	-15.4%
O=C(Cn1[nH]c(=O)c2ccccc2c1=O)NCc1cccnc1	-1.5%	3.7%	-4.1%	-15.4%[57.5 µM]	-0.3%	-3.0%	-5.0%	7.5%
CCOc1cc([C@@H]2C[C@H]3CN(c4ccccc4)C(=O)[C@]34CCCN24)ccc1OC	6.8%	19.2%	0.0%	-6.0%	1.4%	2.3%	-13.1%	-4.7%
N/C(CSc1ncccc1C(F)(F)F)=N\O	12.0%	-7.1%	-5.5%	i	10.3%	6.9%	-2.1%	-3.1%

Some of the entries so far, field by field:
CN(C)CC/C=C1/c2ccc(F)cc2Sc2ccc(Cl)cc21
  FUS yeast rescue: -1.5%
  TDP43 rescue: -19.7%
  aSyn yeast inh: -0.4%
  PTHR1 ag: -0.4%
  EPAC2 agonist: 6.0%
  EPAC1 ag: -2.3%
  EPAC1 antagonist: -4.8%
  EPAC2 antagonist: 2.0%

O=C(Nc1nsc(-c2ccccc2)n1)c1cccs1
  FUS yeast rescue: -22.1%
  TDP43 rescue: 10.5%
  aSyn yeast inh: -4.1%
  PTHR1 ag: -39.4%[inhibitor]
  EPAC2 agonist: 4.9%
  EPAC1 ag: -10.2%
  EPAC1 antagonist: 13.7%
  EPAC2 antagonist: 9.8%

Assay outcomes (PubChem)
